Screens from PubChem.
SR-BI uptake up – activators of SR-BI mediated DiI-HDL uptake, primary screen, ldlA[mSR-BI] CHO cells, DiI fluorescence; 3 h; 100 = double the neutral-control signal; activation, % at 12.5 µM; hit rate 0.096% among 320,000; AID 504775, 2011;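 active means mean replicate activation of at least 60% and every replicate at or above 60%; inconclusive means mean or all-replicate condition met, but not both; inactive means mean below 60% and not all replicates reaching 60%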;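 further: 0% = median plate neutral-control signal and 100% = twice that signal; values of inactives mirror those of a sister screen read the other way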
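Test system: SR-BI-overexpressing, LDLR-lacking CHO cells. Measured by: DiI fluorescence, bottom read. Medium: Ham's F12 with 0.5% BSA, HEPES 25 mM, pH 7.4. Timing: 3 h uptake period with compound, 37 °C.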
dFosB activator – activators of delta FosB homodimer, primary screen, biochemical, fluorescence polarization, TAMRA-CDK5 oligo, single point. Protein FosB (Mus musculus), P13346. purified delta FosB; percent of positive-control signal above neutral wells. activation, % at 25 µM. hit rate 0.99% among 340,000;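 active means mean activation above about 17%, with every replicate also reaching it, limit read from the data, passing the limit was not always enough; inconclusive means only one of the two conditions met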;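 further: fluorescence polarization rise as delta FosB binds a TAMRA Cdk5 AP-1 oligo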
Target sequence (P13346 whole entry, looked up): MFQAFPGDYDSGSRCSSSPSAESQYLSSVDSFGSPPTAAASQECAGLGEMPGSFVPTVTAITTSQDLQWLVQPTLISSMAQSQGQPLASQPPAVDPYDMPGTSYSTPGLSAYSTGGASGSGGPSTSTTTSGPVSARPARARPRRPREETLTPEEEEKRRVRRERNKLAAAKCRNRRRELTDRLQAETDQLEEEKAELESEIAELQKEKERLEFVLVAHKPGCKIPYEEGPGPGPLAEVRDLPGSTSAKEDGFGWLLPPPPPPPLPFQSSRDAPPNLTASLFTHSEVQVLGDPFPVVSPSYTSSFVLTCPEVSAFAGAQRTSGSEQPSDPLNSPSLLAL
Rtt109 Vps75 – inhibitors of C. albicans Rtt109/Vps75 HAT, primary screen, biochemical, ThioGlo CoA-SH fluorescence, plate reader | Histone acetyltransferase RTT109 (Candida albicans (strain SC5314 / ATCC MYA-2876)), … | purified Rtt109/Vps75, 4 h | inhibition, % at 34.9 µM | hit rate 0.16% among 330,000;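 active means inhibition of at least 50% in every replicate; inconclusive means best replicate reaches 50% inhibition but some replicates fall short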
Target sequence (Q5AAJ8 whole entry, looked up): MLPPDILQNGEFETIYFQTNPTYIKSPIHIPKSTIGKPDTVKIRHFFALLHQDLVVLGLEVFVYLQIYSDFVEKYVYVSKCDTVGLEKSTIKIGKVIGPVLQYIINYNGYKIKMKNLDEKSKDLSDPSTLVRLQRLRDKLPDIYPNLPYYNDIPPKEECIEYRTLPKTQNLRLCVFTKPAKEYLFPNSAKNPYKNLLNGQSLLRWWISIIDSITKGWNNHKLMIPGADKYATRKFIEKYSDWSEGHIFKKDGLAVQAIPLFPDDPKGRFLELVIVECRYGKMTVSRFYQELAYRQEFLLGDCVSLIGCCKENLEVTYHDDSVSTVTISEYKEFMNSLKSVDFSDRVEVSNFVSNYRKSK
NSD2 HMT inh – NSD2 histone methyltransferase inhibitors, primary screen, biochemical, AlphaScreen, single concentration, set 2. NSD2 peptide methylation, 120 min. inhibition, % at 12.5 µM. hit rate 0.54% among 310,000. AID 743445, 2014; in the data active means inhibition above about 50%
SR-BI HDL uptake – inhibitors of SR-BI mediated HDL lipid uptake, primary screen, ldlA[mSR-BI] cells, fluorescence, single point. ldlA[mSR-BI] CHO cells, DiI-HDL uptake fluorescence, 3 h. inhibition, % at 12.5 µM. hit rate 0.96% among 320,000;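 active means mean replicate inhibition of at least 70% and a set share of replicates each scoring 70 or more; inconclusive means meets just one of the two criteria; inactive means fails both criteria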;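 further: 0% = median of neutral control wells and 100% = median of positive control wells; values of inactives mirror those of a sister screen read the other way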
PfHsp90 set2 – growth inhibition of PfHsp90-expressing yeast, primary screen, antimalarial PfHsp90 inhibitor project, S. cerevisiae, BacTiter-Glo luminescence, single point, set 2. hit rate 0.32% among 310,000. AID 504621, 2011. inhibition, % at 9.4 µM. BacTiter-Glo ATP, 48 h; yeast lacking PDR1 and PDR3 efflux regulators;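 active means every replicate shows inhibition above about 80%, whatever the replicate mean, limit read from the data; inconclusive means mean inhibition reaches the set limit but some replicate falls short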;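 further: 0% = DMSO neutral controls and 100% = 20 µM radicicol positive controls; yeast relying on Plasmodium falciparum Hsp90 in place of its own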
MITF act – activators of MITF-driven TRPM1 promoter reporter, primary screen, cell-based, SK-MEL-5, luciferase, single point. SK-MEL-5 TRPM1-promoter luciferase, 24 h; % of positive control, neutral wells = 0. activation, % at 12.5 µM. hit rate 0.75% among 300,000;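 active means mean activation of at least 80% with every replicate also reaching 80%; inconclusive means mean reaches 80% but some replicate falls short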;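 further: 0% = neutral control wells and 100% = parthenolide positive control wells; values of inactives mirror those of a sister screen read the other way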
CAL PDZ FP-1 – CAL PDZ peptide-binding inhibitors, primary screen, biochemical, fluorescence polarization, Cer-tagged CAL PDZ, HTS; inhibition, % at 20 µM; Golgi-associated PDZ and coiled-coil motif-containing protein (Homo sapiens), Q9HD26; hit rate 0.02% among 330,000; AID 504414, 2011; purified CAL PDZ, TMR-peptide fluorescence polarization, 1 h;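 active means highest replicate inhibition of at least 40%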;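 further: plate controls were DMSO neutral control wells for no effect and unlabeled competitor peptide control wells for full effect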
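Assay system – tagged CAL PDZ protein CerCALP, purified · Timing – 1 h at RT · Compound – single point, 20 µM · Measured by – fluorescence polarization from S- and P-plane intensities, G-factor corrected · Evaluation – inhibition from polarization loss · Probe or stimulus – TMR reporter peptide T*-PRC34 · Buffer or medium – pH 7.4 phosphate-saline buffer, reducing agent, detergent, IgG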
PvdQ inh – P. aeruginosa PvdQ acylase inhibitors, primary screen, biochemical, fluorescence, plate reader and imaging, single point; inhibition, % at 10 µM; purified PvdQ acylase; hit rate 0.063% among 340,000; PvdQ acylase [Pseudomonas aeruginosa LESB58]; AID 488965, 2010; in the data active means inhibition above about 30%, passing the limit was not always enough; inconclusive means no clear call, values can overlap the other calls;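 further: 0% = vehicle neutral wells and 100% = reference inhibitor wells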
CAL PDZ FP-2 – untagged CAL PDZ binding inhibitors, primary screen, biochemical, fluorescence polarization, HTS; purified CAL PDZ, TMR-peptide fluorescence polarization, 1 h; inhibition, % at 24.9 µM; hit rate 0.92% among 300,000; AID 602252, 2012;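 active means mean inhibition of at least 30% with at least half of replicates also reaching 30%; inconclusive means no clear call, values can overlap the other calls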;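 further: 0% = DMSO neutral control and 100% = excess unlabeled competitor peptide PRC23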
The depositor's hits bear a star; ? = inconclusive; nt = not tested or not shown.

1. Cc1cc(C)cc(N(CCC(=O)Nc2nnc(C3CC3)s2)S(=O)(=O)c2ccc(Cl)cc2)c1
2. CN(CCc1ccccc1)C(=O)c1cccc(NC(=O)Cc2cccc(NC(=O)C3CCCN(C(=O)c4ccccc4)C3)c2)c1 (stereo unspecified)
3. COc1ccc(/C=N/NC(=O)Cc2csc(Nc3cccc(C(F)(F)F)c3)n2)c(OC)c1
4. Cc1cc(C)c(S(=O)(=O)NCc2ccc3c(c2)OCO3)c(C)c1
5. NC(=O)C1CCN(C(=O)CSc2nc3ccccc3[nH]2)CC1
6. CCN1C(=O)c2ccccc2Sc2ccc(C(=O)NCCCN3CCCCC3)cc21
7. COc1ccc(OC)c(CNC(=O)C2CCC(=O)N(CCCN3CCCC3=O)C2)c1 (stereo unspecified)
8. Cc1ccc(CSc2nnc(SCC(=O)N/N=C/c3ccc(C(=O)O)cc3)s2)cc1

screen / no.,1,2,3,4,5,6,7,8
Rtt109 Vps75,4,0,1,-1,-3,3,3,-9
NSD2 HMT inh,0,nt,-5,1,-3,nt,2,5
CAL PDZ FP-2,-1,-2,-1,69*,0,-4,nt,-2
SR-BI uptake up,18,-15,-71,-22,38,-2,-8,nt
PfHsp90 set2,-4,13,9,-6,-14,16,20,-30
SR-BI HDL uptake,-18,15,?,22,-38,2,8,nt
PvdQ inh,-1,-14,-11,-9,-24,-10,12,-6
dFosB activator,-2,-4,-17,4,6,-9,-4,-12
CAL PDZ FP-1,-0.4,0.5,0.4,nt,0.0,-0.3,-1.9,-2.5
MITF act,-6,-16,8,nt,-6,4,-8,8

9. O=C(CCNC(=O)c1ccc(Br)cc1)Nc1cccc(S(=O)(=O)N2CCCC2)c1
10. COc1ccc(OC)c(-n2nnnc2SCC(=O)NCCc2ccccc2)c1
11. COc1cccc(-c2n[nH]c3c2CCC3)c1
12. O=C(Cc1c[nH]c2ccccc12)Nc1nccs1
13. Cc1cc(OCC(=O)OC(C)C(=O)Nc2ccc(N3CCOCC3)cc2)ccc1Cl (stereo unspecified)
14. COc1ccc(C(CNC(=O)c2cccc(S(=O)(=O)Nc3ccc(F)cc3)c2)N(C)C)cc1 (stereo unspecified)
15. COc1ccc(CNC(=O)COC(=O)[C@@H]2CCCN2C(=O)c2cccs2)cc1
16. Cc1cc(C)n2nc(C(=O)N(C)C(c3ccccc3)c3ccccc3)nc2n1

screen / no.,9,10,11,12,13,14,15,16
Rtt109 Vps75,16,0,2,-9,1,-15,1,6
NSD2 HMT inh,0,-1,0,-3,44,1,0,-3
CAL PDZ FP-2,-3,-9,1,-5,-5,-3,-3,-1
SR-BI uptake up,-23,-26,-13,12,0,8,17,10
PfHsp90 set2,2,18,-1,-22,-1,nt,-80,13
SR-BI HDL uptake,23,26,13,-12,0,-8,-17,-10
PvdQ inh,-7,4,-2,-20,-5,-8,-9,-17
dFosB activator,-6,-6,3,-2,-6,-9,3,-3
CAL PDZ FP-1,-3.8,-4.4,-1.8,nt,-0.6,-2.9,-0.8,-2.5
MITF act,-5,-6,14,-5,14,1,-3,-6

17. Cc1cccc(OCc2nc(C#N)c(NCc3ccc4c(c3)OCO4)o2)c1
18. N#CCN1CCN(CC(=O)c2ccc(Br)cc2)CC1
19. Cc1ccnc(NS(=O)(=O)c2ccc(NC(=O)c3ccc([N+](=O)[O-])s3)cc2)n1
20. CCOC(=O)c1nnc2ccnn2c1N
21. COC(=O)c1cc(NS(=O)(=O)c2ccc(OC)c(OC)c2)ccc1Cl
22. CCc1nc(OCc2ccccc2)c2sc3nc4c(cc3c2n1)COC(C)(C)C4
23. O=C(OCCOc1cccc(Cl)c1)c1ccc2ncsc2c1
24. COc1ccc(N2CC(O)=C(c3nc(-c4ccc(F)cc4)cs3)C2=N)cc1OC

screen / no.,17,18,19,20,21,22,23,24
Rtt109 Vps75,6,1,-13,nt,0,0,1,nt
NSD2 HMT inh,-3,2,16,nt,0,-3,2,nt
CAL PDZ FP-2,-1,-2,-7,0,0,nt,-3,1
SR-BI uptake up,-7,3,-18,21,0,-26,-4,-11
PfHsp90 set2,-11,21,2,-6,2,6,-21,-10
SR-BI HDL uptake,7,-3,18,-21,0,26,4,11
PvdQ inh,-2,-10,-1,1,-14,-3,-8,-10
dFosB activator,-7,0,3,-1,6,-1,-6,-4
CAL PDZ FP-1,-1.7,-2.6,-2.3,-2.0,-1.0,-2.5,-2.0,-0.7
MITF act,11,nt,-30,4,-8,-10,4,-7

25. CC(C)(C)C(=O)Cn1nnc(-c2ccc(C(F)(F)F)cc2)n1
26. CCn1ncc(C2=NOC(C(=O)Nc3c(C)nn(Cc4ccc(F)cc4)c3C)C2)c1C (stereo unspecified)
27. CCOC(=O)C1CCCN(C(=O)c2ccc(OC)c([N+](=O)[O-])c2)C1 (stereo unspecified)
28. O=C(OC1CCOC1=O)c1cc(-c2cccs2)nc2ccccc12 (stereo unspecified)
29. COCCNC(=O)Cn1c(=O)oc2cc(S(=O)(=O)N3CC(C)CC(C)C3)ccc21 (stereo unspecified)
30. CCOC(=O)Cc1c(C)nc2c(-c3ccccc3)c(C)nn2c1C
31. Cc1ccc(CNC(=O)C2CCN(S(=O)(=O)c3ccc4nc5c(c(C(=O)O)c4c3)CC(C)CC5)CC2)cc1 (stereo unspecified)
32. CCCCCC(=O)Nc1cc(S(=O)(=O)N2CCOCC2)ccc1N1CCN(C)CC1

screen / no.,25,26,27,28,29,30,31,32
Rtt109 Vps75,-31,-13,6,-40,23,1,-4,1
NSD2 HMT inh,27,nt,-3,-5,-2,-2,3,-4
CAL PDZ FP-2,1,nt,0,-1,3,-2,-1,-4
SR-BI uptake up,16,-7,9,-12,nt,3,9,9
PfHsp90 set2,14,8,11,-8,-4,-8,-9,6
SR-BI HDL uptake,-16,6,-9,12,-18,-3,-9,-9
PvdQ inh,-12,-6,11,-6,-2,-6,-16,-4
dFosB activator,3,-4,-3,-11,0,-6,-15,?
CAL PDZ FP-1,-0.2,-0.2,-1.0,-2.4,-2.0,nt,-1.4,-0.8
MITF act,nt,nt,3,-13,-6,5,1,7

33. CCOCCCNC(=O)CCCC1=NS(=O)(=O)c2ccccc2N1
34. CCc1ccc(OCC(=O)NC2CC(C)(C)NC(C)(C)C2)cc1
35. CC(=O)Nc1ccc(NC(=O)c2cc(-c3cc(C)cc(C)c3O)n[nH]2)cc1
36. O=C(/C=C/c1ccc(F)cc1)c1ccccc1Br
37. Cc1ccc(NC(=S)NNS(=O)(=O)c2ccc3ccccc3c2)cc1Cl
38. COC(=O)c1ccc(NC(=O)c2ccc(F)cc2)o1
39. COC(=O)c1cc(NS(=O)(=O)c2ccc(N3CCOCC3)c([N+](=O)[O-])c2)cc(C(=O)OC)c1
40. COc1ccc(NC(=O)CSc2nc(-c3ccc(C)cc3)cc(C(F)(F)F)c2C#N)cc1

screen / no.,33,34,35,36,37,38,39,40
Rtt109 Vps75,2,-1,nt,4,2,-13,16,-6
NSD2 HMT inh,-5,-6,-3,1,-1,2,4,-1
CAL PDZ FP-2,nt,-7,-3,-2,1,0,-4,nt
SR-BI uptake up,-6,12,nt,19,-8,11,3,3
PfHsp90 set2,-11,nt,-43,59,-5,-22,7,nt
SR-BI HDL uptake,6,-12,nt,-19,8,-11,-3,-3
PvdQ inh,-14,-8,-19,-3,-15,-3,-5,-6
dFosB activator,-10,5,22*,3,-13,-8,2,16
CAL PDZ FP-1,-2.9,-2.7,-1.4,-2.3,0.2,0.5,0.3,0.8
MITF act,-5,-14,30,21,-2,-3,3,nt

A different layout for three compounds above.
Results follow in this order: Rtt109 Vps75 | NSD2 HMT inh | CAL PDZ FP-2 | SR-BI uptake up | PfHsp90 set2 | SR-BI HDL uptake | PvdQ inh | dFosB activator | CAL PDZ FP-1 | MITF act
34: CCc1ccc(OCC(=O)NC2CC(C)(C)NC(C)(C)C2)cc1
    -1 | -6 | -7 | 12 | nt | -12 | -8 | 5 | -2.7 | -14
35: CC(=O)Nc1ccc(NC(=O)c2cc(-c3cc(C)cc(C)c3O)n[nH]2)cc1
    nt | -3 | -3 | nt | -43 | nt | -19 | 22* | -1.4 | 30
36: O=C(/C=C/c1ccc(F)cc1)c1ccccc1Br
    4 | 1 | -2 | 19 | 59 | -19 | -3 | 3 | -2.3 | 21

Continued.
41. Cc1ccc(NC(=O)N(Cc2nc3ccccc3c(=O)[nH]2)Cc2cccs2)cc1
42. Cc1ccc(CN2CCN(C(=O)C3CCC3)CC2)cc1
43. NC(=O)Nc1ccc(Nc2ccccc2)cc1
44. CC1CCN(C(=S)c2ccccc2O)CC1

screen / no.,41,42,43,44
Rtt109 Vps75,-16,-9,2,7
NSD2 HMT inh,0,-2,0,1
CAL PDZ FP-2,-2,-3,-7,nt
SR-BI uptake up,8,5,-3,-4
PfHsp90 set2,13,26,-14,nt
SR-BI HDL uptake,-8,-5,3,4
PvdQ inh,-11,-6,-12,-9
dFosB activator,-7,-3,-4,2
CAL PDZ FP-1,-1.1,-1.2,-0.5,-0.4
MITF act,6,1,-2,nt
